EPAC2 antagonist = antagonists of human EPAC2 | 360,000 compounds, 0.18% hits | Potency, µM (series often up to 114 µM), for inactives: at the highest dose activity, negative = inhibition, usual class: inhibitors | AID 720708 | Q8WZA2 | EPAC2 GEF exchange of Rap1B-BODIPY-GDP, fluorescence; note: % is set by controls: 0 for no effect and ±100 for the full control effect; nearly all actives have a fitted effect of over 45% in size; many of its hits are not listed in these tables
Target sequence (Q8WZA2 whole entry, looked up): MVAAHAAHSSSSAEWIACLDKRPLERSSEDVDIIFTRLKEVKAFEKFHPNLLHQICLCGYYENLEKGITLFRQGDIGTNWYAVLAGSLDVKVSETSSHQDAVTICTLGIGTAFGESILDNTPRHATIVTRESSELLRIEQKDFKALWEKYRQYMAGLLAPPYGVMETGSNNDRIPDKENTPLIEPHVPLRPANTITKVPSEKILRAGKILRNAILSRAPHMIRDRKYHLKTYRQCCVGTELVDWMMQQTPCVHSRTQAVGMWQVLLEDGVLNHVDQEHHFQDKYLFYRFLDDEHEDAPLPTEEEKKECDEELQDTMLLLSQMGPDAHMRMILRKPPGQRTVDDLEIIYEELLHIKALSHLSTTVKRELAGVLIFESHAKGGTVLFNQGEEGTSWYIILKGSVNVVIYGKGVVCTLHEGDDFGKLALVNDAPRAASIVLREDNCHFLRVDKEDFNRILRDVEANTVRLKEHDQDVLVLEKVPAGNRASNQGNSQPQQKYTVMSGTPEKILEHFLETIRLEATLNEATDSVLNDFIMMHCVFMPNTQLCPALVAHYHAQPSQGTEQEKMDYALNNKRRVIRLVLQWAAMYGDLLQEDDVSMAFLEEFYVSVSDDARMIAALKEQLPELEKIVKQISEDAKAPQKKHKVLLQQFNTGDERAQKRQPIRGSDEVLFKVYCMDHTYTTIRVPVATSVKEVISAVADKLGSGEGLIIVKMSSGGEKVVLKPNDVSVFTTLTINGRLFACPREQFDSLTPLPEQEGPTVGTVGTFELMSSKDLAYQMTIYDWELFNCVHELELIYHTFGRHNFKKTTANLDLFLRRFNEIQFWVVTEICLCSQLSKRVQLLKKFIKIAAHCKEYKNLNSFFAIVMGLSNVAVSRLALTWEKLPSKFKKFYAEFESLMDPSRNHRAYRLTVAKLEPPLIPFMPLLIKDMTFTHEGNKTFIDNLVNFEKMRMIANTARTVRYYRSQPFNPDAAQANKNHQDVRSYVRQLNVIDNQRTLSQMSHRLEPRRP
Nrf2 block = blocks Nrf2 signaling. AID 504444. 360,000 compounds, 2.1% hits. A549 ARE-Fluc reporter, luciferase luminescence, 18-24 h. Potency, µM (titrated, usually from 46 µM), inactives show top-dose activity change, negative = inhibition, actives largely listed as inhibitors; note: % is set by controls: 0 for no effect and ±100 for the full control effect; nearly all actives have a fitted effect of over 60% in size
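Quantitative HTS in A549 cells stably bearing an antioxidant response element-firefly luciferase construct. Inhibition of Nrf2-driven transcription was scored by luminescence after 18-24 h of compound exposure at 37 °C.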
TGFb SMAD3 inh = inhibitors of TGF-b signaling. AID 588855. 410,000 compounds, 1.2% hits. HepG2 CAGA-GFP TGF-b/SMAD3 reporter, GFP fluorescence, 18 h; TGF-beta stimulated, 500 pg/mL final. Potency, µM (top dose mostly 46.1 µM), without a hit: at the highest dose activity, negative = inhibition, most hits filed as inhibitors; note: % is set by controls: 0 for no effect and ±100 for the full control effect; nearly all actives have a fitted effect of over 65% in size
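Inhibition was scored as loss of TGF-beta-induced (500 pg/mL final, 18 hours, 37 degrees C) GFP in HEPG2 cells carrying a CAGA-GFP reporter, in DMEM with 1% FBS. Well GFP was summed per cell; Activity was normalised to unstimulated and stimulated DMSO wells, then concentration-response fitting.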
MCF10A rereplic = induces DNA re-replication in MCF 10a normal breast cells | 350,000 compounds, 2.9% hits | MCF 10A DNA re-replication, Hoechst nuclear intensity, 48 h | Potency, µM (titrated, usually from 46.1 µM), inactives show at the highest dose activity, positive = re-replication, most hits filed as activators; note: % of control where 0% means no effect; nearly all actives have a fitted effect of over 50% in size
HepG2 viability = kills HepG2 cells in TGF-b inhibitor counter-screen; 410,000 compounds, 0.76% hits; Potency, µM (highest dose often 46.1 µM), without a hit: top-dose activity change, negative = cytotoxicity, actives largely listed as cytotoxic; HepG2 CAGA-GFP viability, ATP luminescence, 18 h; note: some results filed as inactive show a strong effect at the top dose
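CellTiter-Glo luminescence gave cytotoxicity after 18 hours at 37 degrees C. The cells were HepG2 CAGA-GFP in 1% FBS DMEM, stimulated with 500 pg/mL TGF-beta after compound addition. %Activity was normalised to no-cell wells (complete cell-killing) and DMSO (no toxicity), and curves were fitted and classified.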
S2 tox = reduces viability in counter-screen for ATXN expression inhibitors; S2 cells (HEK-293 line with an ATXN2-luciferase reporter) viability, CellTiter-Fluor protease fluorescence, 24 h; Potency, µM (titrated, usually from 56.7 µM), most hits filed as cytotoxic; 400,000 compounds, 0.49% hits; AID 651635; note: nearly all actives have a fitted effect of over 40% in size
A549 viability = A549 cytotoxicity, counter-screen for Nrf2 inhibitors; A549 ARE-Fluc cells, CellTiter-Fluor viability, 18-24 h; Potency, µM (doses to about 46 µM), without a hit: top-dose activity change, negative = cytotoxicity, hits mostly inhibitors; 390,000 compounds, 0.16% hits; AID 504648; note: % is set by controls: 0 for no effect and ±100 for the full control effect
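A549 ARE_Fluc cells in 5% FBS OPTI-MEM were exposed to compounds in concentration-response for 18-24 h at 37 deg C. Viability was read by CellTiter-Fluor fluorescence (Ex 405/Em 525) after 30 min, before the luciferase read.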
ATXN2 expr inh = inhibitors of ATXN2 expression; HEK-293 ATXN2-luciferase reporter, luminescence, 24 h; Potency, µM (series often up to 57 µM), inactives show top-dose activity change, negative = inhibition, actives largely listed as inhibitors; 360,000 compounds, 0.72% hits; AID 1745845; note: % is set by controls: 0 for no effect and ±100 for the full control effect; nearly all actives have a fitted effect of over 55% in size
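qHTS (up to 57 uM final) was run with 24 h compound exposure of reporter cells at 37 °C. Each well was multiplexed: SteadyGlo luminescence measured ATXN2-luciferase expression after a fluorogenic Gly-Phe-AFC viability readout (25 uM final).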
Nrf2 ARE act = activators of Nrf2 (ARE) signaling; AREc32 ARE-luciferase reporter (MCF7-derived line), luminescence, 24 h; Potency, µM (top dose mostly 46.1 µM), for inactives: at the top dose activation, most hits filed as activators; 410,000 compounds, 0.31% hits; note: % of control where 0% means no effect; nearly all actives have a fitted effect of over 65% in size
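Reporter line AREc32 (ARE-Fluc), seeded overnight in OPTI-MEM with 5% FBS; compound pin-transferred, 24 hr at 37 deg C, 5% CO2; luminescent read-out.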
* hit, by the source's call; i = inactive; ? = inconclusive; . = not tested or not shown; [ ] = remark or other dose. Calls come from the whole dose curve; as a rule, active = well fitted curve in the direction sought with a large enough effect; inconclusive = small, poorly fitted or top-dose-only effect, or another doubt; inactive = no such curve, though single readings can be large; an effect the other way counts as inactive or inconclusive. Potency is the fitted concentration of half-maximal effect. Not all compounds are listed; rates above refer to the full screens.

Below each SMILES – EPAC2 antagonist, Nrf2 block, TGFb SMAD3 inh, MCF10A rereplic, HepG2 viability, S2 tox, A549 viability, ATXN2 expr inh, Nrf2 ARE act
> Cc1ccc(S(=O)(=O)N2CCOCC2)cc1NC(=O)CNCC1CCCCC1
    -2%, -14%, 3%, 3%, -15%, i, 1%, -16%, 0.1%
> COc1ccc(C=NC(CO)C(O)c2ccc([N+](=O)[O-])cc2)cc1 (configuration not stated)
    -2%, ., -14%, 3%, -12%, i, 12%, -3%, -0.1%
> COc1ccc(-c2cc(C(=O)OC(C)C(=O)Nc3c(C)n(C)n(-c4ccccc4)c3=O)c3ccccc3n2)cc1 (configuration not stated)
    4%, -17%, -20%, -5%, 6%, ?, 2%, 7%, -0.7%[9.22 µM]
> O=c1c2c(nc3nc(CCc4ccccc4)[nH]n13)CCC2
    13%, ., 10%, 1%, 0%, i, 6%, -4%, -0.6%
> COc1cc(OC)c(/C=N/NC(=O)Cn2nc([N+](=O)[O-])cc2C)c(OC)c1
    5%, 2%, 3%, -1%, 7%, i, 3%, -1%, -0.7%
> O=C(/C=C/c1ccco1)Nc1ccc(Oc2ccccc2)cc1
    -2%, ?, -5%, ?, -17%, i, -22%, 31%, ?
> COc1ccc(S(=O)(=O)N(C)CC(=O)Nc2ccc(C)cc2)cc1OC
    3%, -4%, 2%, -18%[9.22 µM], -20%, i, 2%, 2%, -0.6%
> Cc1ccc(C(=O)CSc2cc(C)[nH]c(=O)n2)cc1
    3%, ?, 2%, -4%, 2%, i, -6%, ., -0.3%
> COC(=O)Cn1c(C2CC(=O)N(c3c(C)cccc3C)C2)nc2ccccc21 (configuration not stated)
    ., 11%, 9%, ., 1%, i, -3%, 0%, 0.7%
> O=C(NCC(=O)N1CCN(c2ccccc2O)CC1)C1CCCCC1
    15%, 2%, -15%, 6%, 20%, i, 0%, 8%, 2.7%
> Cc1ccc(C)c(S(=O)(=O)N2CCC3(CC2)OCCN3S(=O)(=O)c2cccs2)c1
    1%, ?, -3%, 3%, -4%, i, -7%, -14%, 0.3%
> Cc1cc(C)cc(NC(=O)c2ccc(S(=O)(=O)C(F)F)cc2)c1
    -30%, -17%, -8%, 8%, 4%, i, 6%, -2%, 2.6%
> CCOC(=O)C(/C(C)=N/NC(=O)C1CC1c1ccccc1)C(C)C (configuration not stated)
    -7%, -13%, -7%, -2%, 6%, i, 0%, -7%, 2.1%
> CSc1nc2nc(-c3ccccc3)cc(C(F)(F)F)n2n1
    19%, -5%, 2%, -10%, 6%, i, -2%, 0%, ?
> Cc1c(OCC(=O)NCCCN2CCOCC2)ccc2c(-c3ccccc3)cc(=O)oc12
    -4%, -2%, -1%, ?, 1%, i, -7%, -3%, -0.2%
> CCOC(=O)c1sc2nc3c(cc2c1N)C(=O)CC(C)(C)C3
    10%, 13%, -15%, 4%, -2%, i, -4%, 7%, -0.1%
> O=C(COC(=O)COc1ccccc1[N+](=O)[O-])NC1CCCC1
    9%, 21%, 3%, ?, 2%, i, 1%, 30%, 0.4%
> CNC(=O)C1CCC(Cn2c(=O)c3sccc3n(CC(=O)NCc3ccc(OC)cc3)c2=O)CC1 (configuration not stated)
    ., ?, -15%, ., 3%, i, 10%, 4%, 3.0%
> CCNc1nc(NCC)nc(-n2nc(C)cc2C)n1
    6%, 0%, ?, 10%, 2%, i, -3%, -19%, 3.2%
> COc1ccc(CC(N)c2csc(NC(=O)NCCc3ccc(OC)c(OC)c3)n2)cc1 (configuration not stated)
    2%, ., 3%, ., -28%, ?, ., -15%, 6.2%
> OCCN(Cc1ccccc1)CC1CCCCC1
    13%, 10%, ?, -2%, -103%, i, 18%, 3%, -0.4%
> CCN(C(=O)CSc1nnc(-c2ccccc2Cl)n1C1CCCC1)C1CCS(=O)(=O)C1 (configuration not stated)
    12%, 15%, 4%, -2%, 6%, i, 0%, 0%, 0.3%
> COc1ccc(Cn2c(C(=O)O)c(CNCCc3ccco3)c3ccc(C)cc32)cc1
    ., ?, -29%, ., -31%, ., ?, -1%, 5.5%
> Nc1nnnn1/N=C/c1ccc(Br)cc1
    0%, -3%, 12%, ?, 7%, i, 0%, -7%, -0.2%
> Cc1cccc(C)c1OCC(O)CNC(C)C (configuration not stated)
    -3%, 1%, 16%, -26%, -37%, i, -1%, -16%, 2.3%
> CCOc1cccc(-c2nnc3sc(-c4ccco4)nn23)c1
    2%, ?, -4%, 9%, -20%, i, 0%, -11%, 1.2%
> COc1cccc(CN2CC(C(=O)NCCn3ccc(C)n3)CCC2=O)c1 (configuration not stated)
    -2%, 7%, 3%, 10%, -1%, i, 0%, 11%, -0.6%
> CC(C)(C)OC(=O)NCCc1nnc(SCc2ccccc2)o1
    1%, 0%, -10%, 9%, -1%, i, -5%, ., -0.7%
> O=C(NC1CCCCC1)c1cc(S(=O)(=O)N2CCOCC2)ccc1Cl
    ?, -7%, -1%, 5%, -7%, i, 4%, 6%, 0.9%
> COc1ccc(-n2nc(C(=O)N3CCN(c4cccc(C)c4)C(C)C3)c3c4ccccc4n(C)c3c2=O)cc1 (configuration not stated)
    ., -14%, 3%, ., -8%, i, 0%, 0%, -0.6%
> COc1ccc(COC(=O)N/N=C(\C)CC(=O)Nc2c(C)cc(C)cc2C)cc1
    -5%, 17%, 11%, 16%, -6%, i, -4%, 0%, 2.3%
> Cc1cccc(C)c1NC(=O)c1ccc(-c2ccc(Cl)cc2Cl)o1
    -11%, ?, ?, 4%, -10%, i, -3%, -17%, 1.1%
> COc1cccc(NC(=O)CN(C)C(=O)COc2cc(C)ccc2Cl)c1
    -3%, -2%, -14%, -6%, 8%, i, 2%, 6%, -0.3%
> Cc1ccc(CNC(=O)c2ccc3c(c2)NC(=O)CS3)cc1
    7%, -17%, -1%, -1%, -22%, ?, 0%, ., 0.5%
> COc1ccc(NC(=O)CSc2nnnn2Cc2ccccc2)cc1
    9%, -9%, -26%, -16%, -20%, i, 1%, ., 0.3%
> C/C(=N\NC(=O)c1ccc(OC2CCCC2)cc1)c1ccc(C)s1
    13%, -5%, -1%, -15%, 0%, i, -5%, -16%, -0.6%
> CC1CC(C)CN(C(=O)C(C)N2CCN(S(=O)(=O)c3cccs3)CC2)C1 (configuration not stated)
    -2%, 10%, -3%, -1%, -21%, i, 1%, 3%, -0.6%
> Cc1ccc(NC(=O)c2cnn3c(C(F)F)cc(-c4ccccc4)nc23)cc1F
    ., -1%, 0%, ., -21%, i, -4%, -8%, -1.1%
> Cc1ccc(CC2C(=O)N(c3ccc(C)cc3)C(=O)C2C)cc1 (configuration not stated)
    -9%, ?, 3%, -12%, -8%, i, 2%, 22%, 0.0%
> CCOc1ccccc1/C=N/Nc1cc(C)nc2ccc(C)cc12
    -3%, ?, 18%, ?, -26%, i, 2%, 27%, 3.4%
> CC(NS(C)(=O)=O)C(c1cccs1)N1CCN(Cc2ccccc2)CC1 (configuration not stated)
    4%, -28%, -8%, 1%, -4%, i, 5%, -5%, -0.8%

A second format for 13 compounds above:
mol,EPAC2 antagonist,Nrf2 block,TGFb SMAD3 inh,MCF10A rereplic,HepG2 viability,S2 tox,A549 viability,ATXN2 expr inh,Nrf2 ARE act
CNC(=O)C1CCC(Cn2c(=O)c3sccc3n(CC(=O)NCc3ccc(OC)cc3)c2=O)CC1 (configuration not stated),.,?,-15%,.,3%,i,10%,4%,3.0%
CCNc1nc(NCC)nc(-n2nc(C)cc2C)n1,6%,0%,?,10%,2%,i,-3%,-19%,3.2%
COc1ccc(CC(N)c2csc(NC(=O)NCCc3ccc(OC)c(OC)c3)n2)cc1 (configuration not stated),2%,.,3%,.,-28%,?,.,-15%,6.2%
OCCN(Cc1ccccc1)CC1CCCCC1,13%,10%,?,-2%,-103%,i,18%,3%,-0.4%
CCN(C(=O)CSc1nnc(-c2ccccc2Cl)n1C1CCCC1)C1CCS(=O)(=O)C1 (configuration not stated),12%,15%,4%,-2%,6%,i,0%,0%,0.3%
COc1ccc(Cn2c(C(=O)O)c(CNCCc3ccco3)c3ccc(C)cc32)cc1,.,?,-29%,.,-31%,.,?,-1%,5.5%
Nc1nnnn1/N=C/c1ccc(Br)cc1,0%,-3%,12%,?,7%,i,0%,-7%,-0.2%
Cc1cccc(C)c1OCC(O)CNC(C)C (configuration not stated),-3%,1%,16%,-26%,-37%,i,-1%,-16%,2.3%
CCOc1cccc(-c2nnc3sc(-c4ccco4)nn23)c1,2%,?,-4%,9%,-20%,i,0%,-11%,1.2%
COc1cccc(CN2CC(C(=O)NCCn3ccc(C)n3)CCC2=O)c1 (configuration not stated),-2%,7%,3%,10%,-1%,i,0%,11%,-0.6%
CC(C)(C)OC(=O)NCCc1nnc(SCc2ccccc2)o1,1%,0%,-10%,9%,-1%,i,-5%,.,-0.7%
O=C(NC1CCCCC1)c1cc(S(=O)(=O)N2CCOCC2)ccc1Cl,?,-7%,-1%,5%,-7%,i,4%,6%,0.9%
COc1ccc(-n2nc(C(=O)N3CCN(c4cccc(C)c4)C(C)C3)c3c4ccccc4n(C)c3c2=O)cc1 (configuration not stated),.,-14%,3%,.,-8%,i,0%,0%,-0.6%

Source: PubChem (National Center for Advancing Translational Sciences (NCATS))
